High-throughput results: PubChem BioAssay, National Center for Advancing Translational Sciences (NCATS)
Tau fluor counter = counter-screen for tau fibril formation inhibitors | 280,000 tested, 0.93% active | AID 1463 | tau K18 P301L Alexa594 fluorescence, heparin fibrillization | Potency, µM (highest dose often 57.7 µM), without a hit: top-dose activity change, negative = decrease; note: nearly all actives have a fitted effect of over 55% in size
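Human K18 P301L tau (15 uM unlabeled plus 0.24 uM Alexa 594-labeled, final) in 100 mM sodium acetate pH 7 was mixed with compound and 20 uM heparin and incubated 6 hr at 37 C.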
TRb SRC2 PPI = TRbeta-SRC2 interaction inhibition. P10828. TRbeta-SRC2 peptide binding, fluorescence polarization; receptor liganded with 1 µM T3. Potency, µM (highest dose often 106 µM), without a hit: at the top dose activity change, negative = inhibition, hits mostly inhibitors. 280,000 tested, 0.065% active;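 note: plate controls were bound peptide for no effect and peptide without receptor for full effect; nearly all actives have a fitted effect of over 50% in size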
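Decrease in fluorescence polarization of 20 nM Texas Red SRC2 coactivator peptide flagged inhibition of its binding to 0.6 uM TRb LBD; 1 uM T3 included, incubation 5 hr, ex 555/em 632 nm.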
Tau FP inhib = blocks human tau fibril formation measured by polarization; Potency, µM (doses to about 57.7 µM), without a hit: at the highest dose activity, negative = inhibition, hits mostly inhibitors; AID 1468; K18 P301L tau heparin fibrillization, Alexa594 FP, 6 h; 280,000 tested, 0.39% active; note: nearly all actives have a fitted effect of over 55% in size
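Quantitative HTS format: compounds meet 15 uM recombinant K18 P301L tau and Alexa 594-tau tracer in 100 mM sodium acetate pH 7; 20 uM heparin triggers fibrillization at 37 C over 6 hr; FP gives the signal.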
Tau ThT inhib = inhibitors of human tau fibril formation, thioflavin T binding | Potency, µM (highest dose often 57.4 µM), for inactives: top-dose activity, negative = inhibition, usual class: inhibitors | 270,000 tested, 2.1% active | recombinant tau K18 P301L (four-repeat tau fragment), heparin-induced fibrillization, ThT fluorescence; note: nearly all actives have a fitted effect of over 55% in size
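In this qHTS, human K18 P301L tau is incubated with compound and heparin for 6 hr at 37 C, and Thioflavin T fluorescence then reports fibril load.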
aGal spleen mod = inhibitors or activators of human alpha-galactosidase in spleen homogenate. human spleen homogenate, 4MU-alpha-Gal fluorescence, 40 min. AID 2107. 240,000 tested, 0.008% active. Potency, µM (top dose mostly 80 µM), for inactives: at the highest dose activity change, negative = inhibition, most hits filed as inhibitors;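 note: 0% = enzyme with vehicle and -100% = no enzyme basal signal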
Target sequence (P06280 32-429 limits assumed): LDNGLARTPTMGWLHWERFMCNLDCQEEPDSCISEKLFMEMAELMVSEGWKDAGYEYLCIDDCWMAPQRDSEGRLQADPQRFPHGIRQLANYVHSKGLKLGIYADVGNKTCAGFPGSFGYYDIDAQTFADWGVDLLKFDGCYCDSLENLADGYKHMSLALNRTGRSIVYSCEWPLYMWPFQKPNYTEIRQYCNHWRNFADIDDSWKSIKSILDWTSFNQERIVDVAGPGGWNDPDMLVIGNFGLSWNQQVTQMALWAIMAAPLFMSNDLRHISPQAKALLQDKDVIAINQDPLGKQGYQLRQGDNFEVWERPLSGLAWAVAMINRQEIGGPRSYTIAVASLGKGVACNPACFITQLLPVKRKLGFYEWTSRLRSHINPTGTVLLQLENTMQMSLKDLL
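Human spleen homogenate (1 ug) was the enzyme source, with 4-methylumbelliferyl-alpha-D-galactopyranoside (1 mM final) in pH 5.0 citrate buffer with 0.01% Tween-20. Compounds were titrated; after 40 min at 37C, NaOH/glycine stop, 4-MU fluorescence read; AC50 from Hill fits.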
TR SRC2 fluor cs = Texas Red fluorescence interference in TRb-SRC2 counter-screen. TRb/SRC2 Texas Red total fluorescence interference. Potency, µM (top dose mostly 106 µM), for the others: at the highest dose fluorescence change, negative = quenching. 280,000 tested, 0.29% active; active = well fitted curve in either direction with a large enough effect; inconclusive = small, poorly fitted or top-dose-only effect
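Human TRβ ligand-binding domain (0.6 uM) and Texas Red SRC2 peptide (20 nM) in Tris buffer with 1 uM T3 and 5% DMSO were incubated with pinned compound for 5 hr at ambient temperature. Total fluorescence was computed as S + 2P (555/632 nm).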
ALDH1A1 inh = blocks purified human ALDH1A1 activity. P00352. Purified ALDH1A1, NADH fluorescence, propionaldehyde substrate. Potency, µM (highest dose often 75.3 µM), without a hit: at the highest dose activity, negative = inhibition, actives largely listed as inhibitors. 220,000 tested, 7.3% active; active = well fitted inhibition curve with a large enough effect, not every such curve was filed as active; inconclusive = small, poorly fitted or top-dose-only effect, or another doubt; inactive = no such curve, though single readings can be large or run the other way;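 note: plate controls were no enzyme wells and a reference inhibitor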
Target sequence (P00352 whole entry, looked up): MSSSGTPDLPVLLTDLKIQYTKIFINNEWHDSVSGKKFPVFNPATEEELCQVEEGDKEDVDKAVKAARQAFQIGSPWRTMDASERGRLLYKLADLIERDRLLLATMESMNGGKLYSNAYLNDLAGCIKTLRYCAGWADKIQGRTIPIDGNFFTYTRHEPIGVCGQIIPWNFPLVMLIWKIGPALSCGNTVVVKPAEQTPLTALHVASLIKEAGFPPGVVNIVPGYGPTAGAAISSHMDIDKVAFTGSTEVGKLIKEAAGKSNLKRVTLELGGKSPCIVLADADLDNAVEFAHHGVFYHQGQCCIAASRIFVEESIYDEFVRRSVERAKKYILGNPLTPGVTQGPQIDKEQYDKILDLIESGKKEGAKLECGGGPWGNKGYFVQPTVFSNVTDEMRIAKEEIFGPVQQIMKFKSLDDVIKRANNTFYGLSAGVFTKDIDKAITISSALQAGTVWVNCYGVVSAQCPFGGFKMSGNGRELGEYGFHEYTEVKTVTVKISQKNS
L3MBTL1 inh = blocks human L3MBTL1; Q9Y468; AlphaScreen L3MBTL1–H3K9me1 peptide binding; Potency, µM (doses to about 57.1 µM), for inactives: at the top dose activity, negative = inhibition, hits mostly inhibitors; 230,000 tested, 0.66% active; AID 485360; note: nearly all actives have a fitted effect of over 60% in size
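First, the protein-peptide complex forms for 30 min at room temperature (L3MBTL1 50 nM, biotinylated H3K9me1 peptide 75 nM). Next, compounds are pin-transferred and incubated 30 min. Finally, AlphaScreen beads are added and read after 30 min.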
* marks the source's active call; other numbers are inactive results; ? = inconclusive; · = not tested or not shown; [ ] = another dose, or the depositor's remark. Unless noted, calls come from the whole dose curve; as a rule, active = well fitted curve in the direction sought with a large enough effect; inconclusive = small, poorly fitted or top-dose-only effect, or another doubt; inactive = no such curve, though single readings can be large; an effect the other way counts as inactive or inconclusive. Unless noted, % is set by controls: 0 for no effect and ±100 for the full control effect; potency is the fitted concentration of half-maximal effect.

SMILES	Tau fluor counter	TRb SRC2 PPI	Tau FP inhib	Tau ThT inhib	aGal spleen mod	TR SRC2 fluor cs	ALDH1A1 inh	L3MBTL1 inh
O=C1C(C=NCc2ccco2)=C(O)c2ccccc21	-15%	-1%	-6%	?	1%	-4%	?	-2%
Nn1c(Nc2ccccc2)nc2sc3c(c2c1=O)CCCC3	-13%	4%	?	?	-6%	-2%	-10%	-4%
O=C(CCn1c(=O)oc2ccccc21)NCCN1CCOCC1	12%	1%	0%	11%	-2%	3%	·	·
Cc1ccc(C2C3=C(CCCC3=O)Nc3[nH]c(=S)[nH]c(=O)c32)cc1 (centres undefined)	-4%	-5%	-3%	-11%	4%	1%	?	2%
COc1cc(NC(=S)NCCCN2CCOCC2)c(OC)cc1Cl	-2%	4%	0%	3%	2%	-2%	12%	2%
O=C(NCCc1ccccc1)c1ccc(CSc2nc3ccncc3n2Cc2ccccc2F)cc1	-22%	6%	2%	4%	·	6%	·	·
Cc1nn(-c2ccccc2)c(Cl)c1C(=O)N1CCN(c2ncnc3c2cnn3-c2ccccc2)CC1	-20%	4%	1%	?	-2%	-3%	14µM*	-1%
O=C(CSc1nnc(-c2ccncc2)n1CCc1ccccc1)N1CCCC1	-4%	-3%	2%	-4%	0%	-2%	·	·
COc1ccccc1/C=C\C=N\n1c(-c2ccc(Cl)cc2Cl)n[nH]c1=S	-6%	-2%[53 µM]	-5%	4%	-5%	-1%[53 µM]	-4%	-5%
Cc1ccc(-c2nnc(-c3ccc(NC(=O)c4ccco4)cc3)o2)cc1	-15%	-9%	-5%	-16%	7%	-3%	?	4%
OCC1(Cc2ccc(Cl)cc2)CCN(Cc2ccc(F)c(F)c2)CC1	-14%	2%	3%	-2%	-2%	2%	·	0%
CC(=O)c1ccc(N2CCN(C(=O)Cc3n[nH]c(=O)c4ccccc34)CC2)cc1	8%	-7%	-7%	9%	-4%	2%	5%	8%
O=C(c1ccccc1Br)N(Cc1ccccc1F)C1CCS(=O)(=O)C1 (centres undefined)	-29%	-11%	-3%	?	·	8%	·	·
CCCCCC(=O)Nc1ccc(N2CCN(CC)CC2)c(Cl)c1	-2%	3%	3%	5%	1%	5%	1%	1%
CC1CN(C(=O)C(C)N2CCN(c3ccccc3Cl)CC2)CC(C)O1 (centres undefined)	1%	1%	-7%	2%	-6%	-2%	-3%	·
O=c1[nH][nH]c(-c2ccccc2)c1C=Nc1ccccc1Cl	-3%	-3%	-7%	-15%	11%	-5%	-2%	-3%
COc1cccc(/C=C/C(=O)N2CCN(S(=O)(=O)c3ccccc3)CC2)c1OC	-5%	-3%	2%	·	-1%	-1%	·	·
O=C(N1CCCCCC1)N1CCN(C(=O)N2CCOCC2)CC1	5%	-16%	-1%	2%	1%	3%	-7%	5%
Cc1[nH]oc(=O)c1N=Nc1ccccc1	-16%	-2%	?	25µM*	-5%	-3%	6%	-2%
COC(=O)C1CCN(C(=O)COc2ccc(Cl)cc2)CC1	-7%	-6%	5%	-8%	3%	-2%	-15%	?
COc1ccc(/C=C/C=N/NC(=O)COc2ccc(OC)cc2)cc1	-14%	-3%	-1%	?	7%	-4%	4%	0%
Cc1ccc(SCCOCCN2CCc3ccccc3C2)cc1	-10%	-1%	14%	-17%	-1%	-6%	-12%	8%
CCC(C)(C)NC(=O)C(c1cccn1C)N(C(=O)Cn1nnc2ccccc21)c1ccc(OC)cc1 (centres undefined)	4%	-11%	2%	1%	0%	2%	3%	0%
N#Cc1c(Nc2ccccc2)c(/C=N/NCCO)c[nH]c1=O	-11%	-2%	-15%	-17%	2%	0%	-4%	·
CC(c1ccccc1)N1C(=O)/C(=C/c2ccncc2)SC1=S (centres undefined)	?	-6%	?	?	8%	2%	·	?
CN1Cc2cc(C(=O)c3ccccc3O)cnc2NC1=O	-8%	-7%	6%	-13%	4%	-2%	-10%	2%
Nc1ccc2[nH]ncc2c1	-29%	4%	?	?	-7%	-1%	?	-3%
COc1ccc(CCn2c(Br)nc3c2c(=O)[nH]c(=O)n3C)cc1	5%	-1%	4%	4%	3%	-3%	6%	10%
CC(=O)Nc1ccc(S(=O)(=O)Nc2nnc(CC(C)(C)C)s2)cc1	-33%	-2%	18%	4µM*	-8%	-6%	3%	-13%
N#Cc1ccc(NCCc2ccccn2)c([N+](=O)[O-])c1	-10%	5%	4%	?	11%	1%	1%	5%
O=Cc1ccc(OCc2cccc(C(F)(F)F)c2)cc1O	?	1%	-8%	?	8%	-1%	-12%	·
c1ccc2c3c([nH]c2c1)[C@@H]1[C@H]2CC[C@H]([C@H]4CCCN[C@H]42)N1CC3	·	-6%[53 µM]	·	·	6%[29.1 µM]	-1%[53 µM]	-8%[20.9 µM]	·
COc1ccc(Nc2nc(Cl)nc(NCc3ccco3)n2)c(OC)c1	-20%	1%	-8%	-8%	2%	1%	-4%	2%
COc1ccccc1-n1c(C)nc2cc(C(=O)NCCN3CCOCC3)ccc21	-1%	-4%	1%	-6%	1%	8%	-2%	·
Cc1nnc2c(NC3CCCC3)nc3ccccc3n12	-3%	2%	-4%	-2%	6%	-3%	?	6%[11.4 µM]
CCOC(=O)c1c(C)n(C)c2cc(OCCN(CC)CC)ccc12	1%	0%	-2%	5%	-9%	-1%	7%	·
CCN(CC)c1nn2c(=O)c(C(=O)NCc3cccc(OC)c3OC)cnc2s1	0%	-5%	-4%	1%	·	-4%	·	·
CCOC(=O)C1CCN(C(C)=C2C(=O)c3ccccc3C2=O)CC1	-10%	1%	7%	?	5%	-9%	18µM*	·
CCC(=O)Nc1ccc2c(c1)ncn2C	-3%	2%	-7%	-2%	-5%	-2%	5%	0%
O=C(Cn1ccc2ccccc2c1=O)N1CCN(c2cccc(Cl)c2)CC1	-5%	5%	-13%	-7%	-16%	-1%	10%	-3%
CC(=O)NC1Sc2ccccc2N=C1c1ccccc1 (centres undefined)	-16%	-7%	-11%	?	3%	-1%	25µM*	·
Cc1nnc(NC(=O)c2ccc(S(=O)(=O)N3CCOCC3)cc2)s1	10%	0%	0%	5%	12%	0%	·	6%
COC(=O)c1ccccc1NC1c2ccccc2C(=O)N1c1cccnc1 (centres undefined)	9%	-4%	9%	5%	0%	0%	?	-9%
Cc1cc(C)cc(NC(=O)CSc2nncn2-c2ccccn2)c1	-3%	-4%	?	-5%	-4%	0%	-3%	-4%
O=C(CSc1nnc(CCCN2C(=O)c3cccc4cccc(c34)C2=O)n1-c1ccccc1)NCCCO	-2%	0%	8%	0%	-5%	6%	?	-1%
O=C(O)c1ccccc1C(=O)Nc1ccccn1	2%	6%	2%	4%	-2%	10%	1%	41%[activator]
COc1ccc(C2=NOC(C(=O)NCCCN3CCOCC3)C2)cc1 (centres undefined)	2%	-2%	4%	7%	-6%	-3%	6%	-4%[11.4 µM]
Cc1ccccc1-c1ccc(C(=O)O)s1	-6%[126 µM]	-3%[201 µM]	5%[126 µM]	-7%[126 µM]	3%[181 µM]	-3%[201 µM]	-7%[120 µM]	·
CCNc1nc(NCc2ccccc2)nc(Oc2ccc(=O)[nH]n2)n1	-9%	-2%	0%	-5%	-2%	-2%	5%	2%
Cc1cc(C)c(NC(=O)CSc2nccn2-c2cccc(Cl)c2)c(C)c1	-4%	-4%	6%	-15%	·	2%	·	·

Other records
SMILES	Tau fluor counter	TRb SRC2 PPI	Tau FP inhib	Tau ThT inhib	aGal spleen mod	TR SRC2 fluor cs	ALDH1A1 inh	L3MBTL1 inh
Cc1onc(-c2ccccc2Cl)c1C(=O)Oc1ccc(Cl)cc1Cl	-13%	-1%	?	-9%	·	1%	·	·
O=C(COC(=O)CCCNC(=O)c1ccc(Cl)cc1)Nc1ccc(Br)cc1	-22%	-2%	?	3%	-2%	1%	6%	2%
Cc1ccc(CNC(=O)C23CN(Cc4ccccc4)CC2C(c2ccc([N+](=O)[O-])cc2)=NO3)cc1 (centres undefined)	-27%	12%	12%	-13%	-13%	1%	?	-16%
CN(C)c1cccc(C(=O)N2CCC(c3ccncc3)CC2)c1	5%	2%	-4%	3%	·	1%	·	·
CN1C2C=C3C(C#N)=C(N)C(C#N)(C#N)[C@@H](c4cccs4)C3C1CC2 (some centres undefined)	-14%	-5%	?	20µM*	-10%	0%	?	·
Cc1nn(-c2ccccc2)c(N)c1N=Nc1ccc2ccccc2c1	16µM*[quencher]	2%	1%	5µM*	1%	-2%	-10%	-28%
Fc1ccc(CNC(=S)NC2CCCCCC2)cc1	-25%	2%	6%	5%	-1%	-1%	?	0%
O=C1c2ccccc2C(=O)N1CCN1CCc2ccccc21	-25%	-16%	7%	-15%	-3%	1%	?	-2%
c1ccc(CSc2nnc(-c3cccnc3)o2)cc1	-22%	-3%	-3%	-6%	0%	-7%	-3%	12%
CCn1c(SCC(=O)N/N=C(/C)c2ccncc2)nc2ccccc21	-8%	9%	-7%	-8%	-9%	-3%	·	-3%
CC1=CSC2=NC(C(F)(F)F)(C(F)(F)F)NC(=O)N12	-16%	1%	-6%	-10%	0%	0%	3%	6%
Cc1c(C)n(Cc2ccccc2)c2ccc(C(=O)NC(C)c3ccccc3)cc12 (centres undefined)	-13%	-4%	4%	3%	·	3%	·	·
CCOC(=O)COc1ccc2c(C)cc(=O)oc2c1C(=O)c1ccccc1	-16%	0%	-7%	-9%	22%	-2%	?	·

Compounds as they come (roughly 8.5% active in at least one column).
